# PTHR1 ag: qHTS for PTHR1 Agonists: Primary Screen | Parathyroid hormone/parathyroid hormone-related peptide receptor (Homo sapiens), Q03431 | HEK293 GP2 PTHR1 cells, GloSensor cAMP luminescence, 1 h | Potency, µM (highest dose often 115 µM), without a hit: at the top dose activation, usual class: activators | 410,000 compounds, 0.075% hits; further: potency means the concentration at half of the fitted maximal effect; nearly all actives have a fitted effect of over 55% in size; some results filed as inactive show a strong effect at the top dose; inactives centre near -15; many of its hits are not listed in these tables
# Target sequence (Q03431 whole entry, looked up): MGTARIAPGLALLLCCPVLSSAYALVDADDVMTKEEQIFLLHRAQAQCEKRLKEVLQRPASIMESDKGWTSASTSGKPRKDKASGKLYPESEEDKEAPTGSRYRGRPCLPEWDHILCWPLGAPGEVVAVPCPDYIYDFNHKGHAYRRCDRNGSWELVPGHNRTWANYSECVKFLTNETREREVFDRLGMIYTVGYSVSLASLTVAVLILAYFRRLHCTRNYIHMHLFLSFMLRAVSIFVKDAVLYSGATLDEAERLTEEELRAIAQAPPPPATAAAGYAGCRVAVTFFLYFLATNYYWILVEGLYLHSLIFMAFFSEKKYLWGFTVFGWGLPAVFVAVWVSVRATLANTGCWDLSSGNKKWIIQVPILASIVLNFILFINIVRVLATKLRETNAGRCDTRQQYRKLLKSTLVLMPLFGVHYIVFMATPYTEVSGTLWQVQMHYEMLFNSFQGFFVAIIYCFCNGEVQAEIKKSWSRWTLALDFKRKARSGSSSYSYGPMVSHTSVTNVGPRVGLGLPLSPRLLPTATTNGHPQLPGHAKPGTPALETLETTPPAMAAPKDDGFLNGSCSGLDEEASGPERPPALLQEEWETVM
#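 HEK-293-derived GP2 cells expressing PTHR1 and a GloSensor cAMP reporter, 3,000/well, plated overnight, given luciferin plus IBMX (each 0.5 mM as added) for 1 h at 37 °C, then compound for 1 h at 37 °C. Luminescence was read after 15 min at room temperature.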
# EPAC2 antagonist: qHTS for Antagonist of cAMP-regulated guanine nucleotide exchange factor 2 (EPAC2): primary screen | EPAC2 GEF exchange of Rap1B-BODIPY-GDP, fluorescence | Potency, µM (highest dose often 114 µM), inactives show top-dose activity, negative = inhibition, most hits filed as inhibitors | 360,000 compounds, 0.18% hits | AID 720708, 2013; further: potency means the concentration at half of the fitted maximal effect; on the % scale 0 is the no-effect control and ±100 the full control effect; nearly all actives have a fitted effect of over 45% in size; many of its hits are not listed in these tables
# MmCpn inh: Inhibitors of TCP-1 ring complex (TRiC) of Methanococcus maripaludis (MmCpn): qHTS. Chaperonin Mm-Cpn (Methanococcus maripaludis). purified Mm-Cpn ATPase, ADP Transcreener TR-FRET. Potency, µM (top dose mostly 76.9 µM), for the others: at the highest dose activity, negative = inhibition, most hits filed as inhibitors. 330,000 compounds, 0.031% hits; further: potency means the concentration at half of the fitted maximal effect; on the % scale 0 is the no-effect control and ±100 the full control effect; nearly all actives have a fitted effect of over 80% in size
#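 TR-FRET (320 nm excitation; 590 and 665 nm emission) reports ADP made from 10 uM ATP by 25 nM enzyme; compounds were preincubated 10 min, reaction run 30 min, both at 37°C.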
# DRD3 antagonist: qHTS of D3 Dopamine Receptor Antagonist: qHTS. D(3) dopamine receptor (Homo sapiens), P35462. D3R cells, DiscoveRx beta-arrestin luminescence, antagonist mode; stronger effect = lower value. max response, negative = inhibition, %. 360,000 compounds, 2.5% hits; in the data active means max response below about -50%; inconclusive means no clear call, values can overlap the other calls; further: on the % scale 0 is the no-effect control and ±100 the full control effect; mostly tested at two doses, the higher about 12 µM
# Target sequence (P35462 whole entry, looked up): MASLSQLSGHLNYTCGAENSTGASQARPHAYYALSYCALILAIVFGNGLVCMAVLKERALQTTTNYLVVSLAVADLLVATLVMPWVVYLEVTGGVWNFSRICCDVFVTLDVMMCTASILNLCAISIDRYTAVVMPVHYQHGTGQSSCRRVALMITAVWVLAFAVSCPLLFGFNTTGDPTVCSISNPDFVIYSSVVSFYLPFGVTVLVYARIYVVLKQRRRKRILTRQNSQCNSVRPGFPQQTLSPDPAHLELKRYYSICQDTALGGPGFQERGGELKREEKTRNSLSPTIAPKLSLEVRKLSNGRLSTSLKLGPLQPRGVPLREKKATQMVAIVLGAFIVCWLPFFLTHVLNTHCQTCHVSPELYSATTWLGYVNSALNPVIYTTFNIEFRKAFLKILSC
#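 Cells plated overnight at 1500 cells/well, then exposed to library compounds with dopamine controls for 90 minutes at 37 degrees C. DiscoveRx reagent added for 30–60 minutes at room temperature; luminescence read, quantitative HTS format.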
# Akt phos inh: HTS Assay for Inhibitors of Akt Phophorylation: Primary Screen. 360,000 compounds, 0.32% hits. Neuro2A IGF-stimulated pAkt S473 HTRF, 20 min; stronger effect = lower value. AID 651550, 2012. activity change, % for hits at 50 µM; in the data active means activity change below about -80%; inconclusive means mostly about -51% to -80%; further: on the % scale 0 is the no-effect control and ±100 the full control effect
#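 Single-point screen (50 µM final compound) in Neuro2A cells stimulated 20 min with 6 nM IGF at 37 deg C. After lysis, Ser473-phosphorylated Akt read by HTRF (ex 330 nm, em 615/665 nm) as the 665/615 ratio.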
# EPAC2 ag: qHTS for Agonist of cAMP-regulated guanine nucleotide exchange factor 4 (EPAC2): primary screen | Rap guanine nucleotide exchange factor 4 (Homo sapiens), Q8WZA2 | EPAC2 activation, biochemical qHTS; response scale: 100% = 6.5 mM cAMP response | Potency, µM (highest dose often 154 µM), for the others: top-dose activation, hits mostly activators | 360,000 compounds, 0.079% hits | AID 720711, 2013; further: potency means the concentration at half of the fitted maximal effect; nearly all actives have a fitted effect of over 50% in size
#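 Nucleotide exchange monitored as fluorescence drop when BODIPY-GDP leaves Rap1B. Reaction: 100 nM EPAC2, 250 nM RAP1B-BODIPY-GDP, 50 uM GDP, room temperature, kinetic read over 30 min. Activity expressed relative to 6.5 mM cAMP.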
# CCT chaperon mod: High-Throughput Screening for Modulators of Cytosolic Chaperonin Activity | purified chaperonin ATPase assay, HTRF ADP detection, 30 min | activity change, % (concentration not given with the values), hits read low | 360,000 compounds, 0.3% hits | AID 651819, 2012; in the data active means activity change below about -30%; further: on the % scale 0 is the no-effect control and ±100 the full control effect
#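 First, chaperonin was dispensed at 40 nM or 20 nM final depending on batch activity. Next, compounds were pinned at 76 uM and ATP added at 10 uM. After 30 min at 37 °C, ADP detection reagents ran 30 min at ambient temperature.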
# D3 ag: qHTS of D3 Dopamine Receptor Agonist: qHTS; D(3) dopamine receptor (Homo sapiens), P35462; D3R DiscoveRx beta-arrestin cells, luminescence, 90 min; max activation, %; 410,000 compounds, 0.58% hits; in the data active means max activation above about 30%; further: 0% is about no effect; mostly tested at two doses, the higher about 12 µM
#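 Agonist-mode cell screen: cells plated at 1500/well and incubated overnight at 37 °C, then exposed to library compounds for 90 min at 37 °C. Detection reagent was added for 30–60 min at room temperature, and luminescence was read.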
# * hit, by the source's call; i = inactive; ? = inconclusive; nt = not tested or not shown; [ ] = remark or other dose. Unless noted, the call rests on the fitted dose curve; in most records, active means well fitted curve in the direction sought with a large enough effect; inconclusive means small, poorly fitted or top-dose-only effect, or another doubt; inactive means no such curve, though single readings can be large; an effect the other way counts as inactive or inconclusive. Only part of the results is shown (hit frequency here may not be typical).
SMILES,PTHR1 ag,EPAC2 antagonist,MmCpn inh,DRD3 antagonist,Akt phos inh,EPAC2 ag,CCT chaperon mod,D3 ag
COc1ccc(NC(=O)Cn2nnc(-c3ccccc3NS(=O)(=O)c3ccc(OC)cc3)n2)cc1,-26.3%,4.7%,?,0.4,i,4.4%,-3.5,2.0
O=C(CSc1nc(-c2ccccc2)c(-c2ccccc2)[nH]1)NCc1ccco1,i,-0.5%,0.0%,?,nt,-9.6%,-0.7,-8.8
O=C(CSc1nnc(-c2ccccc2F)o1)NC1CC1,-22.7%,6.3%,0.5%,3.0,i,-4.4%,-3.4,3.8
COc1cc(C2=NOC(C(=O)N3CCN(c4ccc(F)cc4)CC3)C2)cc(OC)c1OC (stereo not drawn),?,-8.8%,-1.0%,28.5,i,4.1%,-3.8,15.8
Cc1ccc(NC(=O)N2CCN(c3ncccc3C(F)(F)F)CC2)cc1,-44.4%[inhibitor],3.7%,1.7%,-20.5,i,20.5%,-2.3,-19.2
COc1ccc(NC(C)=O)cc1S(=O)(=O)Nc1ccc2c(c1)OCCO2,i,5.5%,1.7%,1.3,i,-0.5%,0.2,7.7
CCOC(=O)C(=O)/C(C#N)=C/Nc1ccc(Cl)cc1,i,-2.8%,1.2%,0.0,i,5.6%,-5.4,1.0
O=S(=O)(Nc1ccc(-c2ccc(NS(=O)(=O)c3ccccc3)cc2)cc1)c1ccccc1,-60.4%[inhibitor],5.4%,nt,?,i,4.8%,-0.9,-10.2
O=C(NNS(=O)(=O)c1ccccc1)c1ccncc1,i,7.9%,1.7%,11.3,i,3.7%,-1.0,6.5
COc1cc(NC(=O)c2cccs2)c(OC)cc1NC(=O)CCC(=O)Nc1cccc2ncccc12,-22.1%,-2.8%,1.8%,16.3,i,2.9%,-2.2,8.8
OCCN1CCN(CC(O)COc2ccc(C34CC5CC(CC(C5)C3)C4)cc2)CC1 (stereo not drawn),-40.8%[inhibitor],-6.3%,-0.5%,-27.2,i,-10.3%,0.0,-7.2
COc1ccc(S(=O)(=O)NCC2CCCN(C(=O)CCC(F)(F)F)C2)cc1 (stereo not drawn),-1.6%,-26.4%,0.0%,7.8,i,0.7%,-0.4,13.1
COc1ccc(C2c3[nH]c4ccccc4c3C[C@H]3C(=O)N(c4ccccc4C(=O)N4CCC(C(=O)O)CC4)C(=O)N23)cc1 (stereo partly drawn),-43.2%,-24.1%,-2.3%,1.5,i,4.5%,-7.4,-14.9
O=C(CC1C(=O)NCCN1CC(c1ccccc1)c1ccccc1)NC1CC1 (stereo not drawn),i,4.4%,0.4%,12.6,i,4.7%,1.2,-1.8
Cc1ccc(-n2ncc(Br)c(Br)c2=O)cc1,-93.2%[inhibitor],-5.3%,-22.5%,-75.8*,i,2.7%,-11.1,-25.0
CCOC(=O)N1CCC(NC(=O)c2cc3c(-c4cccc(OC)c4)nn(C)c3s2)CC1,i,10.9%,2.0%,5.8,i,0.9%,-1.7,-0.7
Cc1ccccc1-c1ccc(CN2CCN(C)C(CCO)C2)cc1 (stereo not drawn),-15.6%,6.5%,2.7%,14.0,i,-4.8%,1.3,-8.3
CCOc1ccc(CCNC(=O)c2nnn(CC(=O)Nc3c(C)cc(C)cc3C)c2N)cc1OCC,-41.3%[inhibitor],21.3%,2.8%,-12.8,i,-14.0%,-2.0,-7.1
OC1(c2cccs2)CN(c2ccc(Cl)cc2)C2=[N+]1CCCS2 (stereo not drawn),28.9%,-29.6%,-2.1%,-10.9,i,3.6%,-2.7,2.2
Cc1cc(C)nc(SC2=CS(=O)(=O)c3ccccc32)n1,-5.5%[57.5 µM],6.1%,-2.7%,16.6,i,-5.2%,-2.6,2.0
O=C(c1ccccc1CCc1ccccc1)N1CCCC1,-1.3%,0.2%,1.9%,-2.8,i,11.7%,-3.0,-1.7
CN(C)/C=N/S(=O)(=O)c1ccc(Cl)c(Cl)c1,-7.6%,4.5%,-0.4%,7.0,i,8.0%,-0.5,6.9
Cc1cc(C)c(C)c(S(=O)(=O)NC(C(=O)NCCc2ccco2)C(C)C)c1C (stereo not drawn),-24.4%,-9.8%,-1.3%,-6.7,i,-10.2%,1.1,-6.0
CC(C)(C)NC(=O)C(c1ccc(C(F)(F)F)cc1)n1c(=O)c(-c2ccccc2)nc2ccccc21 (stereo not drawn),-1.6%,0.4%,nt,?,i,6.5%,nt,4.2
CC(CN1CCOCC1)OC(=O)CCc1ccccc1 (stereo not drawn),i,3.9%,5.7%,3.9,i,4.1%,0.4,6.2
COc1cc(NC(=O)C2CCCN2S(=O)(=O)c2ccc3c(c2)CCC(=O)N3)cc(OC)c1 (stereo not drawn),-14.8%,-2.6%,0.3%,-22.0,i,14.4%,-0.4,-0.5
CN(C)S(=O)(=O)Oc1ccsc1C(=O)Nc1ccc(C(F)(F)F)cc1,-19.4%,-16.4%,1.8%,0.1,i,3.7%,-2.6,-1.3
CCC1C(=O)CC(c2ccco2)NC1c1ccco1 (stereo not drawn),i,-11.5%[57.1 µM],-3.1%,1.8,i,1.2%,1.8,1.7
COc1ccc(CC(=O)Nc2ccccc2NC(=O)Cc2ccc(OC)cc2)cc1,-6.6%,-13.6%,-2.7%,5.8,i,-6.0%,-1.0,-4.0
O=C(N/N=C/c1cc([N+](=O)[O-])ccc1O)c1cccc2cc[nH]c12,-3.7%,29.7%,-0.7%,-6.2,i,5.4%,-2.4,3.7
CC(/C=N/NC(=O)Cn1nccc1C)=C\c1ccc(C(C)C)cc1,-5.9%,-7.8%,1.6%,19.0,i,-3.6%,0.6,2.8
COc1cccc(CC(NC(C)=O)C(=O)NC2CCN(C(=O)NCc3ccccc3)CC2)c1 (stereo not drawn),-23.9%,-5.8%,2.1%,-2.0,i,-15.2%,-2.4,4.1
COC(=O)c1ccc(SCC(=O)N2CCC(C)CC2)c([N+](=O)[O-])c1,-8.1%,1.3%,-0.7%,-8.9,i,-8.1%,-2.0,-5.7
COc1ccc(C)cc1NC(=O)NNC(=O)C(C)Oc1ccc(F)cc1Cl (stereo not drawn),-1.1%,0.1%,-0.5%,-13.0,i,4.8%,-3.0,-4.7
COc1ccc(S(=O)(=O)N2CCC(C(=O)Nc3ccc4c(c3)OCCO4)CC2)cc1OC,i,-6.0%,0.5%,-15.5,i,15.0%,0.3,-10.0
O=C(c1cc(S(=O)(=O)N2CCCCC2)ccc1F)N1CCCCC1,-1.7%[57.5 µM],-4.8%,-1.6%,6.1,i,-1.0%,-0.4,2.5

# Single records, as listed above. Screens in order: PTHR1 ag	EPAC2 antagonist	MmCpn inh	DRD3 antagonist	Akt phos inh	EPAC2 ag	CCT chaperon mod	D3 ag
# CC(CN1CCOCC1)OC(=O)CCc1ccccc1 (stereo not drawn) is listed as i	3.9%	5.7%	3.9	i	4.1%	0.4	6.2
# O=C(N/N=C/c1cc([N+](=O)[O-])ccc1O)c1cccc2cc[nH]c12 is listed as -3.7%	29.7%	-0.7%	-6.2	i	5.4%	-2.4	3.7
# COc1cc(NC(=O)C2CCCN2S(=O)(=O)c2ccc3c(c2)CCC(=O)N3)cc(OC)c1 (stereo not drawn) is listed as -14.8%	-2.6%	0.3%	-22.0	i	14.4%	-0.4	-0.5
# COc1ccc(CC(=O)Nc2ccccc2NC(=O)Cc2ccc(OC)cc2)cc1 is listed as -6.6%	-13.6%	-2.7%	5.8	i	-6.0%	-1.0	-4.0

# Additional records:
SMILES,PTHR1 ag,EPAC2 antagonist,MmCpn inh,DRD3 antagonist,Akt phos inh,EPAC2 ag,CCT chaperon mod,D3 ag
CCc1nc(CNC(=O)C2CCC(=O)N(Cc3cccc(OC)c3)C2)no1 (stereo not drawn),-29.6%,1.1%,0.5%,-1.6,i,4.9%,2.8,3.3
CCc1cc(CNC(=O)C2CCC(=O)N(Cc3ccc(Cl)cc3)C2)on1 (stereo not drawn),i,-1.1%,1.8%,0.5,i,-3.9%,-1.5,3.3
COc1ccc2c(c1OC)C(=O)N(c1ccccc1)C2=O,i,-19.0%,-1.8%,-5.3,i,17.8%,0.4,-8.1
COc1ccc(N2CC(C(=O)Nc3ccc(S(=O)(=O)N4CCCCC4)cc3)CC2=O)cc1 (stereo not drawn),-12.7%,-3.3%,1.3%,?,i,-2.5%,1.4,-5.9
O=C(Nc1cccc2ncccc12)c1ccccc1[N+](=O)[O-],i,8.2%,-0.6%,5.8,i,-1.1%,-1.2,-4.7
O=C(c1cccs1)n1nc(-c2ccco2)nc1SCc1ccccc1,i,0.9%,0.2%,29.2,i,-2.3%,-0.6,-4.9
Cc1cc(/C=C(\C#N)C(=O)NCC2CCCO2)c(C)n1-c1ccc(Cl)cc1 (stereo not drawn),-12.1%[57.5 µM],-0.8%,0.7%,?,i,11.4%,0.9,-65.2
Cc1ccc(S(=O)(=O)/N=C(/Nc2ccc(F)cc2F)c2ccccc2)cc1,-11.1%,-5.2%,1.2%,1.7,i,2.6%,0.9,-1.6
O=C(Cc1ccc(S(=O)(=O)N2CCOCC2)s1)N1CCN(S(=O)(=O)c2ccccc2[N+](=O)[O-])CC1,-7.8%,-4.9%,nt,-0.3,i,2.5%,-2.7,7.4
O=C(Cc1ccc(Br)cc1)N1CCCCCC1,-3.1%,2.0%,0.2%,19.7,i,10.1%,-1.0,2.3
CCOC(=O)c1cc(=O)n2c(nc3ccccc32)[nH]1,-10.2%,9.1%,-2.4%,-18.8,i,12.3%,-1.8,3.1
COc1ccc(OCC(=O)NCCCCCCNC(=O)COc2ccc(OC)cc2)cc1,-9.8%,-3.5%,-0.3%,3.7,i,-2.6%,2.8,5.0
Cc1ccc(C(=O)N2c3ccccc3N(Cc3ccccc3)C(=O)C2(C)C)cc1,-21.9%[57.5 µM],-9.6%,-1.4%,-23.1,i,23.0%,0.5,-19.4
Nc1nnc(C(=O)c2ccccc2N)s1,i,-2.3%,nt,?,nt,4.2%,-0.6,-5.2
